RXFP1 agonist: qHTS Assay for Agonists of the Relaxin Receptor RXFP1 | Relaxin receptor 1 (Homo sapiens), Q9HBX9 | HEK293T-RXFP1 cAMP TR-FRET, 30 min; response scale: percent of porcine relaxin response, buffer zero | Potency, µM (top dose mostly 57.5 µM), inactives show top-dose activation, actives largely listed as activators | 0.3% of 370,000 active | AID 2676, 2010; active = well fitted activation curve with a large enough effect; inconclusive = small, poorly fitted or top-dose-only effect; note: potency is the fitted concentration of half-maximal effect; % is set by controls: 0 for no effect and ±100 for the full control effect; nearly all actives have a fitted effect of over 60% in size; many of its hits are not listed in these tables
Target sequence (Q9HBX9 whole entry, looked up): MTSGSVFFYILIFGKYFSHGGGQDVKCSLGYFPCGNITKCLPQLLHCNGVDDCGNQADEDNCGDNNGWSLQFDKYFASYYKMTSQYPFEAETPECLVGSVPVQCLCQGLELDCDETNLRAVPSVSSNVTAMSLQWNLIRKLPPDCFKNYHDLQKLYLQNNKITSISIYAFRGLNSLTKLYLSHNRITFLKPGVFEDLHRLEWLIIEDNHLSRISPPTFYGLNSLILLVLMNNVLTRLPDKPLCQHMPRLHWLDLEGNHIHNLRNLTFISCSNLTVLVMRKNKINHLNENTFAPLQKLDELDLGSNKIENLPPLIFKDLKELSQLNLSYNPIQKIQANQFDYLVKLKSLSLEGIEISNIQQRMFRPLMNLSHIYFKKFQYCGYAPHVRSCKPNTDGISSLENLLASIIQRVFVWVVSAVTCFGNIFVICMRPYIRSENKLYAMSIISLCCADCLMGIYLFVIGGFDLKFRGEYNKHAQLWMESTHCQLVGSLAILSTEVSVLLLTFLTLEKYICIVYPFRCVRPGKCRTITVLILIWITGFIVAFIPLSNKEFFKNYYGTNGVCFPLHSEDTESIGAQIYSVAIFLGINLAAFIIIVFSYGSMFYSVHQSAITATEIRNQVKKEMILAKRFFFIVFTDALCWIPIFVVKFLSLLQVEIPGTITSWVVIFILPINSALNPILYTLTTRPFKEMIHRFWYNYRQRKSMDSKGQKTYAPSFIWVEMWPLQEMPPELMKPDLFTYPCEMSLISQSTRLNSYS
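Agonist response is measured as cAMP accumulation in an RXFP1-transfected HEK293T line under PDE4 inhibition. Values are scaled between buffer-only and 29 nM porcine relaxin, and EC50s come from standard Hill equation fits.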
D1 ag: Allosteric Agonists of the Human D1 Dopamine Receptor: qHTS | D(1A) dopamine receptor (Homo sapiens), P21728 | HEK293 T-REx D1 cells, calcium flux, agonist mode | activation, % at 2 µM | 1% of 360,000 active | AID 504660, 2011; in the data active = activation above about 30%; note: 0% is about no effect
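Agonism was scored from calcium flux recorded over 180 s (1 read/s) after pintool compound addition, following a 10-cycle baseline. Cells were inducible force-coupled HEK293 TREx D1, plated overnight at 30 C and loaded with no-wash calcium dye.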
D2 PAM: HTS Assay for Positive Allosteric Modulators of the Human D2 Dopamine Receptor: Primary Screen for Potentiators | HEK293 T-REx D2, calcium flux, EC20 dopamine potentiation | D(2) dopamine receptor (Homo sapiens), P14416 | 0.34% of 340,000 active | AID 485347, 2010 | potentiation, % at 10 µM;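 active = potentiation over 3 SD above the plate norm, cut at about 30% in these data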; note: 0% is about no effect
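Primary screen. Calcium kinetics in induced HEK293 T-REx D2 cells: compound pre-addition 180 s, EC20 dopamine, 180 s more.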
D1 potentiator: Potentiators of Human D1 Dopamine Receptor: qHTS; D(1A) dopamine receptor (Homo sapiens), P21728; HEK293 TREx D1 cells, calcium flux, dopamine EC20 potentiation; potentiation, % at 10 µM; 0.036% of 360,000 active; in the data active = potentiation above about 30%; note: 0% is about no effect
D2 ag: HTS Assay for Allosteric Agonists of the Human D2 Dopamine Receptor: Primary Screen for Agonists | HEK293 T-REx D2 cells, calcium flux agonist mode | D(2) dopamine receptor (Homo sapiens), P14416 | activation, % at 2 µM | 0.53% of 340,000 active;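 active = activation over 3 SD above normal in the single-dose calcium agonist read, cut at about 30% in these data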; note: 0% is about no effect
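Agonism scored from kinetic calcium signal (1 read/sec, 180 s) following compound pin transfer, after a 10 s baseline. Cells: HEK293 Trex line expressing inducible D2 receptor coupled to calcium, dye-loaded after overnight culture at 30 C.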
TRHR enhancer: qHTS for Small Molecule Agonists and Allosteric Enhancers of Human TRH Receptor: Primary Screen for Enhancers | AID 493056, 2011 | enhancement, % at 2 µM | TRHR cells, fluo-8 calcium fluorescence, EC20 TRH enhancement | Thyrotropin-releasing hormone receptor (Homo sapiens), P34981 | 0.66% of 360,000 active; in the data active = enhancement above about 30%; note: 0% is about no effect
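Enhancer read-out: after compound pinning and an initial kinetic agonist-mode read, an EC20 of TRH (10 nM final) was injected and fluo-8 calcium signal (Ex 480/Em 530) followed at 1 s/cycle for 100 cycles in TRHR-expressing cells.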
RXFP1 antagonist: qHTS Assay for Antagonists of the Relaxin Receptor RXFP1; Relaxin receptor 1 (Homo sapiens), Q9HBX9; HEK293-RXFP1, relaxin-stimulated cAMP HTRF, 30 min; hits give low values; activity change, negative = inhibition, % at 57.5 µM; 0.59% of 350,000 active;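 active = activity change of -60% or lower, but not beyond a set lower limit; inconclusive = change between -60% and -40%, or beyond the set limit; inactive = change above -40%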; note: % is set by controls: 0 for no effect and ±100 for the full control effect
D2 antagonist: HTS Assay for Allosteric Antagonists of the Human D2 Dopamine Receptor: Primary Screen for Antagonists | inhibition, % at 10 µM | 2% of 340,000 active | AID 485344, 2010 | D(2) dopamine receptor (Homo sapiens), P14416 | HEK293 TREx D2 cells, calcium flux, dopamine EC80; in the data active = inhibition above about 30%; note: 0% is about no effect
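In this primary screen, negative modulation is detected by tracking calcium flux after an EC80 dopamine challenge in inducible HEK293 T-REx D2 cells preexposed to test compound for 180 s.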
D1 antag: Antagonist of Human D 1 Dopamine Receptor: qHTS | D(1A) dopamine receptor (Homo sapiens), P21728 | HEK293 TREx D1 cells, calcium flux, dopamine EC80; hits give low values | activity change, negative = inhibition, % at 10 µM | 3.2% of 360,000 active; in the data active = activity change below about -30%; note: % is set by controls: 0 for no effect and ±100 for the full control effect
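After overnight tetracycline induction at 30 C, force-coupled D1 HEK293 cells took up a no-wash calcium dye at room temperature. Compounds were added and monitored 180 s, and the response to EC80 dopamine was then recorded.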
The depositor's hits bear a star; ? = inconclusive; / = no result given. A portion of the library; the hit share may differ from the screen's.

SMILES	RXFP1 agonist	D1 ag	D2 PAM	D1 potentiator	D2 ag	TRHR enhancer	RXFP1 antagonist	D2 antagonist	D1 antag
CC(=O)N1c2ccc(S(=O)(=O)NCC3CCC(C(=O)Nc4ccc(C)c(C)c4)CC3)cc2CC1C (configuration not stated)	-1.1%	2.2	2.7	-3.7	0.1	-4.5	5.3	/	4.0
Cc1c(Cl)cccc1NC(=S)N1CCN(C(=O)c2ccco2)CC1	-1.4%	4.0	0.1	3.5	1.3	0.5	9.3	-11.7	9.5
CSc1ccccc1NC(=O)CN(C1CCCCC1)S(C)(=O)=O	1.7%	1.7	-3.9	-3.7	0.5	-11.8	-4.8	-0.5	-4.5
COCCN(C(=O)COC(=O)CCC(=O)c1ccc(Cl)cc1)c1c(N)n(Cc2ccccc2)c(=O)[nH]c1=O	-0.5%	3.0	-14.9	6.5	0.4	0.8	-9.6	6.3	-1.5
COCc1cc(C)nc2sc3c(c12)NC(c1ccccc1C(=O)O)N(c1ccc(OC)cc1)C3=O (configuration not stated)	0.1%	-0.6	7.0	4.4	-0.7	1.7	-3.3	/	6.4
CCOC(=O)NN1C(=O)c2ccccc2NC1c1ccccc1F (configuration not stated)	1.9%	1.7	/	-3.8	-0.3	-0.2	-0.4	11.3	7.3
CC(=O)Nc1ccc(S(=O)(=O)Oc2ccc(Br)cc2C(=S)N2CCOCC2)cc1	-0.4%	3.9	-2.3	7.2	0.6	-1.4	-4.6	-8.4	0.7
CCn1cc(C(=O)N(CCC(C)C)c2c(N)n(Cc3ccccc3)c(=O)[nH]c2=O)c(=O)c2ccc(C)nc21	2.1%	0.9	0.6	6.5	-0.2	4.2	-31.0	1.9	-5.2
C[C@@H]1CC=C[C@H]2[C@H]1C(=O)N(Cc1ccccc1)[C@H]2c1ccc2ccccc2c1	8.6%	5.6	8.0	-8.2	0.7	0.8	/	-11.2	-22.7
Cc1ccc2cc(CCNC(=O)CC(C)(C)C)c(=O)[nH]c2c1C	?	1.0	-4.0	-0.1	1.2	2.1	/	-4.7	-19.7
Cc1ccc(S(=O)(=O)N2CCN(C(=O)CSc3nncs3)CC2)cc1	2.0%	1.4	14.5	-3.8	-0.6	6.6	8.3	-21.8	1.0
C=CCNc1nc(Nc2ccc(OC)cc2)nc(OC)n1	-0.7%	2.6	-17.0	3.1	0.4	-7.1	0.3	-9.7	5.1
CC(C)N1CCN(Cc2cccc(-c3ccco3)c2)CC1CCO (configuration not stated)	-0.4%	3.0	-3.2	-2.5	0.0	2.3	10.8	14.0	4.6
COc1cc(/C=C2\SC(=O)N(c3ccc(O)cc3)C2=O)cc(OC)c1OC	-0.6%	10.7	3.2	13.1	7.8	1.3	3.7	21.4	6.7
O=C(C1CCN(S(=O)(=O)N2CCC3(CC2)OCCO3)CC1)N1CCCCC1	-1.2%	2.6	-4.3	-1.9	1.2	-1.0	-18.3	3.0	-7.5
Cc1cc(C(=O)COC(=O)c2ccc3c(c2)NC(=O)CS3)c(C)n1CCc1ccc(Cl)cc1	-2.8%	6.1	14.3	-7.0	-0.8	2.4	6.1	63.4*	-1.0
CCSc1ccccc1C(=O)Nc1nc2ccccc2c(=O)[nH]1	-1.1%	1.2	0.6	1.2	-0.1	-0.7	-15.8	-0.8	-13.1
CCOC(=O)c1c(C)[nH]c(C2=NNC(=Nc3ccccc3OC)SC2)c1C	0.1%	1.0	8.7	-1.7	1.0	-9.1	-22.7	-8.3	-22.5
N#C/C(=C\c1ccc(O)cc1)C(=O)N1CCCC1	-0.2%	1.5	-2.6	0.3	0.1	2.6	7.0	-8.6	-8.2
COc1ccc(OC)c(CCNC(=O)c2c(C)oc3ncn(CC(C)C)c(=O)c23)c1	-0.6%	2.3	1.3	-3.1	/	-6.5	/	/	-11.6
CCn1nc(NC(=O)C2CCCO2)c2cc3cc(C)ccc3nc21 (configuration not stated)	3.1%	-2.2	9.0	-1.9	-1.0	0.8	-1.8	2.5	/
CCOc1ccc(-c2cc(NC(=O)Nc3cccc(C(C)=O)c3)c(C(=O)OC)s2)cc1	0.9%	5.1	7.7	-1.5	0.3	-2.7	-3.5	/	1.6
CC(C)OC(=O)C(C#N)c1nc2ccccc2nc1N1CCN(Cc2ccccc2)CC1 (configuration not stated)	6.7%	4.0	9.1	-3.6	0.1	4.2	-15.2	9.8	8.1
c1cncc(N=c2scc(-c3cccc4ccccc34)n2CCCn2ccnc2)c1	4.1%	16.7	3.1	13.9	2.0	-3.4	-3.8	1.3	145.7
C=CCc1cc(Cl)ccc1OCCN1CC(C)OC(C)C1 (configuration not stated)	1.5%	3.8	-12.0	1.3	-0.8	9.3	-3.1	-10.0	-1.2
SMILES	RXFP1 agonist	D1 ag	D2 PAM	D1 potentiator	D2 ag	TRHR enhancer	RXFP1 antagonist	D2 antagonist	D1 antag
Cc1ccccc1Nc1cc(C(=O)NCCc2ccc(Cl)cc2)c2ccccc2n1	3.7%	-0.1	2.1	7.3	-0.2	-2.4	-6.7	/	0.7
Clc1ccccc1Cn1c(-c2cccs2)nc2ccccc21	6.2%	6.0	6.0	-0.2	-1.4	0.3	/	/	-18.7
Nc1nc(CSc2nc3ccccc3s2)nc(Nc2ccccc2)n1	-1.3%	9.8	-1.1	-6.0	-1.0	0.1	/	-16.1	-23.8
COCCn1cnnc1SCC(=O)Nc1sc2c(c1C#N)CCC2	2.2%	2.4	-2.8	4.6	-0.3	0.5	-4.0	4.1	3.2
NC(=O)c1ccc(NC(=O)CSc2nc3ccccc3c(=O)n2CCCN2CCOCC2)cc1	1.4%	1.1	/	-0.9	/	2.0	-9.0	/	12.4
CCc1ccc(-n2c(=O)c3c4c(sc3n(CC(=O)NCCCOC)c2=O)CCCC4)cc1	2.5%	-1.7	21.3	1.8	0.0	-0.7	/	/	-8.3
COc1ccc(-c2cc(-c3cccs3)c(C#N)c(SCC(=O)NCc3ccco3)n2)cc1	9.8%	3.0	3.5	-6.1	1.1	4.8	-9.5	5.6	3.3
O=S(=O)(O)c1c(NS(=O)(=O)c2ccccc2)ccc2ccccc12	/	2.8	/	-6.8	/	5.3	/	/	-35.9*
COc1ccc(-c2csc(N3CCN(c4cc5c(cc4Cl)nc(-c4ccncc4)n5CCOCCO)CC3)n2)cc1	0.5%	1.9	-6.0	-7.6	-0.9	-4.6	/	-12.5	-8.6
O=C(c1ccc(CS(=O)Cc2ccccc2Cl)o1)N1CCN(c2ccccn2)CC1 (configuration not stated)	0.7%	-1.1	-1.0	-4.8	0.0	-4.3	-4.7	-8.4	-2.7
COC(=O)c1cc(S(=O)(=O)Nc2nn(C)c3ccccc23)oc1C	8.9%	-0.4	/	-5.7	/	0.3	0.3	/	-4.4
CS(=O)(=O)c1nc(S(=O)(=O)c2ccc(Cl)cc2)c(N2CCC(C(N)=O)CC2)s1	6.5%	5.3	-3.3	1.6	0.3	-2.9	-35.7	-4.7	-15.6
COc1ccc(-n2c(=O)c3c4c(sc3n(CC(=O)NCc3ccco3)c2=O)CCC4)c(OC)c1	1.0%	0.8	0.0	-3.7	0.0	-11.4	-16.4	14.8	12.5
O=c1[nH]c(CSc2cccc[n+]2[O-])nc2ccccc12	-1.4%	0.7	3.2	3.2	0.9	7.5	-13.1	0.6	-14.5
Cc1nc(SCC(=O)c2ccc(F)c(F)c2)[nH]c(=O)c1Oc1ccc(F)cc1	-1.6%	1.1	-0.7	0.2	0.1	-2.8	13.3	6.1	-8.3
Cc1cccc(C(=O)Nc2nnc(S(=O)(=O)N3CCCc4ccccc43)s2)c1	-2.7%	2.9	5.6	-2.2	-1.5	7.2	-14.2	/	0.8
Cc1ccc(NNC(=O)c2snnc2C)cc1Cl	1.3%	0.0	/	-3.6	/	3.6	-19.7	/	20.6
CCc1cc2c(=O)nc3n(c2s1)Cc1ccccc1/C3=C(/O)c1ccc(F)cc1	0.0%	2.2	11.1	-12.0	0.6	-13.3	/	21.8	-4.1
COc1ccc(OC)c(C(c2nnnn2C2CCCC2)N2CCc3ccccc3C2)c1 (configuration not stated)	1.3%	3.2	/	-0.2	/	-4.8	-16.7	/	-10.1
COC(=O)C1=C(C)N(Cc2ccccc2)C(=O)N[C@H]1c1cccc(C(F)(F)F)c1	0.0%	7.9	-5.7	-3.9	0.5	-6.3	/	-14.1	-0.9
COCCCC1CCN(C(=O)C2CCC(=O)N(C3CCCCCC3)C2)CC1 (configuration not stated)	-0.5%	8.2	-2.9	-3.0	0.6	-4.0	-8.1	8.1	13.9
CC(=O)n1cc([C@H]2C=C(C(=O)O)O[C@@H](OCCCCO)C2)c2ccccc21	1.6%	-4.7	-4.5	1.0	0.0	-1.5	/	17.8	-13.4
CC(C)c1nc(SCC(=O)c2ccc(F)cc2)c2ccccc2n1	-0.3%	12.2	0.4	-12.7	1.2	18.1	-2.2	-11.1	-25.2
O=C(COC(=O)C1CC2C=CC1C2)NCCc1ccccc1 (configuration not stated)	-1.5%	-0.8	-10.3	-2.9	-0.2	-2.8	-12.7	-4.3	/
CCc1ccc(N=C2NC(=O)CC(C(=O)Nc3ccc(OC)cc3)S2)cc1 (configuration not stated)	3.6%	2.5	-3.5	-2.7	-0.5	-2.4	-15.6	/	-14.9

Reformatted with each value named: three of the compounds above.
molecule: CC(=O)n1cc([C@H]2C=C(C(=O)O)O[C@@H](OCCCCO)C2)c2ccccc21
  RXFP1 agonist: 1.6%
  D1 ag: -4.7
  D2 PAM: -4.5
  D1 potentiator: 1.0
  D2 ag: 0.0
  TRHR enhancer: -1.5
  RXFP1 antagonist: /
  D2 antagonist: 17.8
  D1 antag: -13.4
molecule: CC(C)c1nc(SCC(=O)c2ccc(F)cc2)c2ccccc2n1
  RXFP1 agonist: -0.3%
  D1 ag: 12.2
  D2 PAM: 0.4
  D1 potentiator: -12.7
  D2 ag: 1.2
  TRHR enhancer: 18.1
  RXFP1 antagonist: -2.2
  D2 antagonist: -11.1
  D1 antag: -25.2
molecule: O=C(COC(=O)C1CC2C=CC1C2)NCCc1ccccc1 (configuration not stated)
  RXFP1 agonist: -1.5%
  D1 ag: -0.8
  D2 PAM: -10.3
  D1 potentiator: -2.9
  D2 ag: -0.2
  TRHR enhancer: -2.8
  RXFP1 antagonist: -12.7
  D2 antagonist: -4.3
  D1 antag: /

Assay outcomes (PubChem BioAssay)
